KB-V1 MDR tox – KB-V1 MDR subline cytotoxicity; KB-V1 MDR cells viability, CellTiter-Glo, 72 h; Potency, µM (top dose mostly 46.1 µM), inactives show top-dose activity change, negative = cytotoxicity, hits mostly cytotoxic; actives 3.4% (n = 400,000); note: potency is the fitted concentration of half-maximal effect; % is set by controls: 0 for no effect and ±100 for the full control effect; nearly all actives have a fitted effect of over 60% in size
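KB-V1 cells (P-gp-expressing MDR subline of KB-3-1) in phenol-red-free DMEM with 10% FBS were exposed to library compounds over a concentration series for 72 h at 37 degrees C. Viability read by CellTiter-Glo luminescence; concentration-effect curves fitted after normalization.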
HT1080-NT tox – kills 2HG-producing HT-1080-NT fibrosarcoma cells; AID 686970; Potency, µM (doses to about 46.1 µM), for the others: at the top dose activity, negative = less viability, hits mostly cytotoxic; actives 1.6% (n = 360,000); HT-1080-NT fibrosarcoma viability, CellTiter-Glo ATP luminescence, 48 h;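 note: NT is the 2HG producing partner of a matched IDH1 knockdown line; potency is the fitted concentration of half-maximal effect; 0% = DMSO-treated cells and -100% = media-only wells without cells; nearly all actives have a fitted effect of over 55% in size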
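HT-1080-NT fibrosarcoma cells (2HG-overproducing), 750 cells/well in RPMI with 5% FBS, dosed after 2 h and incubated 48 h at 37C. CellTiter-Glo luminescence normalized to DMSO and no-cell wells; concentration-response curves fitted and classed.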
HT1080 IDH1KD tx – kills HT-1080 cells with IDH1 knockdown; HT-1080 IDH1 knockdown viability, ATP luminescence, 48 h; Potency, µM (highest dose often 46.1 µM), inactives show top-dose activity, negative = toxicity, usual class: cytotoxic; actives 2% (n = 360,000); AID 686971;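 note: potency is the fitted concentration of half-maximal effect; 0% = DMSO wells and -100% = cell-free medium wells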
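Luminescent ATP read-out (CellTiter-Glo, 10 min at room temperature) after 48 h compound exposure at 37 °C gave viability of IDH1-knockdown HT-1080 cells. Activity was normalised to DMSO and cell-free wells, then fitted as concentration-response curves.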
SW480 rerep – induces DNA re-replication in SW480 colon adenocarcinoma cells | SW480 DNA re-replication, Hoechst DNA content imaging, 48 h | Potency, µM (doses to about 46.1 µM), without a hit: top-dose re-replication activation, most hits filed as activators | actives 1.8% (n = 340,000) | AID 624297; note: potency is the fitted concentration of half-maximal effect; % of control where 0% means no effect; nearly all actives have a fitted effect of over 55% in size
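Treated cells incubate 48 hr (37 C, 5% CO2), are stained 40 min with Hoechst, and nuclear fluorescence is enumerated; a rise in nuclei with high DNA signal marks re-replication.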
IL-1B inflam inh – inflammasome signaling inhibition, IL-1 beta readout; actives 4.7% (n = 360,000); AID 743279; THP-1 LPS/ATP IL-1B secretion, AlphaLISA, 16 h; stronger effect = lower value; activity change, % at 57.5 µM; in the data active = activity change below about -50%; inconclusive = mostly about -30% to -49%; note: % is set by controls: 0 for no effect and ±100 for the full control effect
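Secreted IL-1B measured by AlphaLISA bead assay after 16 h compound exposure of THP-1 cells; compounds (final up to 57.5 uM) added 1 h before LPS (250 ng/mL) and ATP (1.25 mM) stimulation; lower signal means less secretion.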
KB-3-1 tox – kills parental KB-3-1 adenocarcinoma cells; Potency, µM (series often up to 46.1 µM), for the others: at the top dose activity change, negative = cytotoxic, most hits filed as cytotoxic; AID 1347075; actives 1.4% (n = 400,000); KB-3-1 viability, CellTiter-Glo ATP luminescence, 72 h; note: potency is the fitted concentration of half-maximal effect; % is set by controls: 0 for no effect and ±100 for the full control effect; nearly all actives have a fitted effect of over 60% in size
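Cytotoxicity measured as CellTiter-Glo luminescence after 72 h at 37 C. Compound titrations were pinned onto drug-naive KB-3-1 parental adenocarcinoma cells grown in DMEM with 10% FBS, and normalized data fitted to concentration-response curves.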
DRD3 agonist – D3 dopamine receptor (human) agonism | P35462 | D3R DiscoveRx beta-arrestin cells, luminescence, 90 min | max activation, % | actives 0.58% (n = 410,000) | AID 652048; in the data active = max activation above about 30%; note: 0% is about no effect; mostly tested at two doses, the higher about 12 µM
Target sequence (P35462 whole entry, looked up): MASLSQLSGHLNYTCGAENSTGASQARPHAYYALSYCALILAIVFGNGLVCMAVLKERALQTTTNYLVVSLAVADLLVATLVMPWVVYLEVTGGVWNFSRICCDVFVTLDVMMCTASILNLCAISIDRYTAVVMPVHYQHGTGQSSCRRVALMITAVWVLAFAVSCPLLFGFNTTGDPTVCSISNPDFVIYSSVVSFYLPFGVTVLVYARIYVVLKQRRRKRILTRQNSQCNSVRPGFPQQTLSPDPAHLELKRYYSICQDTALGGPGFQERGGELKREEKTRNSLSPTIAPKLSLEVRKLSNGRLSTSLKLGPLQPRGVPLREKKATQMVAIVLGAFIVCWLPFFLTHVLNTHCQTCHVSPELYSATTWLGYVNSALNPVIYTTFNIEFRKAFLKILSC
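Cells at 1500/well, incubated overnight, then treated with pinned compounds (dopamine as control) for 90 min at 37 degrees C. DiscoveRx reagent added for 30 - 60 minutes at room temperature; luminescence read.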
GLP1R cytotox – cytotoxicity in counter-screen for GLP-1R inverse agonists; actives 0.13% (n = 410,000); HEK293 cAMP-luciferase reporter cells, luminescence, 24 h; Potency, µM (titrated, usually from 38.3 µM), for the others: at the highest dose activity change, negative = inhibition, usual class: inhibitors;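 note: loss of luciferase light is scored as toxicity; potency is the fitted concentration of half-maximal effect; % is set by controls: 0 for no effect and ±100 for the full control effect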
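Here, cytotoxicity is scored as loss of luminescence. The MLSMR collection was tested on cells seeded in medium containing 10% Nu serum, with a 24 hr compound exposure preceded by 12 hours of culture.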
MCF10A rereplic – induces DNA re-replication in MCF 10a normal breast cells. MCF 10A DNA re-replication, Hoechst nuclear intensity, 48 h. Potency, µM (series often up to 46.1 µM), without a hit: at the highest dose activity, positive = re-replication, actives largely listed as activators. actives 2.9% (n = 350,000); note: potency is the fitted concentration of half-maximal effect; % of control where 0% means no effect; nearly all actives have a fitted effect of over 50% in size
Numbers without * were called inactive; ? = inconclusive; · = no result given; & = joins results of further samples; [ ] = remark or other dose. Unless noted, calls come from the whole dose curve; as a rule, active = well fitted curve in the direction sought with a large enough effect; inconclusive = small, poorly fitted or top-dose-only effect, or another doubt; inactive = no such curve, though single readings can be large; an effect the other way counts as inactive or inconclusive.

SMILES	KB-V1 MDR tox	HT1080-NT tox	HT1080 IDH1KD tx	SW480 rerep	IL-1B inflam inh	KB-3-1 tox	DRD3 agonist	GLP1R cytotox	MCF10A rereplic
COCC(=O)N1CCC(Oc2ccc(C(=O)N(C)CCCC3CCCC3)cc2)CC1	-22.4%	4.2%	-10.7%	5.1%	13.1	-13.2%	4.9	-4.9%	14.5%
CC1CCN(C(=O)COC(=O)c2cc(S(=O)(=O)N3CCOCC3)ccc2Cl)CC1	0.6%	4.1%	2.5%	-125.9%[inhibitor]	11.0	1.9%	0.3	-14.1%	4.8%
CCOc1ccc(-c2cn3c(n2)sc2cc(C(=O)N4CCCC(C)C4)ccc23)cc1 (configuration not stated)	0.6%	·	·	·	·	5.8%	0.5	-2.4%	·
CC(C)(C)OC(=O)NCCc1nnc(SCC(N)=O)o1	-4.3%	-5.3%	-6.7%	-4.3%	22.7	9.9%	-1.9	6.4%	4.3%
CC(C)c1nnc(NC(=O)c2ccc3ccccc3c2)s1	·	12.8%	0.1%	-5.7%	-9.1	·	-19.5	12.2%	6.5%
Cc1cnc(C(=O)OC(C)C(=O)NCc2ccccc2)cn1 (configuration not stated)	12.3%	6.4%	12.1%	-0.8%	-2.5	8.8%	3.5	-3.9%	-2.5%
O=C(OCC(=O)N1CCc2ccccc2C1)c1ccc(OC(F)F)cc1	-2.5%	-0.1%	-6.8%	-1.9%	0.1	-2.5%	3.5	-7.9%	-4.0%
Cc1ccc(C)c(NS(=O)(=O)c2cc(C(=O)N3CCc4ccccc4C3)ccc2Cl)c1	?	-19.9%	-25.1%	9.5%	-26.7	4.8%	-0.3	-9.2%	2.2%
COC(=O)CSc1nc2c(c(=O)[nH]c(=O)n2C)n1CCC(C)C	1.4%	6.4%	6.0%	-1.5%	18.8	2.0%	4.6	-7.7%	-0.1%
CCOc1cc2[nH]c(=S)n(C3CCN(Cc4ccccc4)CC3)c(=O)c2cc1OCC	7.1%	4.1%	0.4%	5.0%	22.7	6.6%	-5.0	-3.0%	10.3%
Cc1csc(SCC(=O)Nc2ccc(F)cc2Cl)n1	11.2%	-2.9%	-1.0%	0.8%	5.2	1.3%	-1.3	16.8%	9.3%
CNc1cncc(-c2ccccc2NC(C)=O)n1	0.9%	0.3%	-1.5%	·	30.5	0.0%	-0.9	0.0%	·
COc1ccc(-c2c(C)c3ccc(O)cc3oc2=O)cc1	-18.2%	-2.4%	-7.6%	-14.9%	24.0	-4.2%	2.9	·	18.9%
CN(CC(=O)Nc1ccccc1Br)C(=O)CCC1CCCC1	·	0.0%	-20.1%	0.5%	-0.4	·	-19.3	-6.6%	-10.8%
COc1ccc(N2CC(C(=O)N[C@H](C(=O)NC3CCCCC3)C(C)C)CC2=O)cc1 (some centres not stated)	27.0%	8.1%	17.1%	-7.5%	16.0	4.9%	8.3	-4.5%	1.1%
COc1ccc(-c2nc(C)c(CCNC(=O)c3ccc(F)c(F)c3)s2)cc1	?	·	·	·	·	-8.2%	3.7	-7.7%	·
COc1ccc(-n2ncc3c2CC(C)(C)CC3NC(=O)c2ocnc2C)cc1 (configuration not stated)	-4.1%	8.8%	-0.5%	-0.1%	-11.3	-7.3%	11.9	-10.8%	-0.2%
Cc1ccc(-n2ncc3c(NCCCN4CCCC4=O)ncnc32)c(C)c1	-12.3%	2.3%	-3.2%	-5.6%&-5.0%	-14.5	-0.3%	-9.5	-2.4%	?
O=C(NCc1ccccc1)NC1(C(=O)N2CCCC2)CCCCC1	26.4%	8.0%	6.0%	-0.2%	14.4	-7.7%	-0.8	-16.2%	1.9%
CCCN(CC(=O)Nc1ccccc1C)C(=O)c1ccc(C2SCCS2)cc1	?	-2.3%	-3.1%	-1.1%	-12.5	?	2.7	0.3%	5.4%
COc1cc(OC)cc(C(=O)NCC(=O)OCC(=O)c2ccc3c(c2)-c2ccccc2C3)c1	0.0%	1.3%	-0.6%	-1.1%	-1.1	0.0%	-2.9	3.8%	?
O=C(CN1C=NS(=O)(=O)c2ccccc21)Nc1ccccc1F	?	·	·	·	·	1.8%	1.0	3.7%	·
O=C(CCC(=O)Nc1ccc(Cl)cc1Cl)NNC(=O)[C@@H]1CCCC[C@@H]1C(=O)O	22.9%	16.6%	21.1%	103.7%	-0.6	19.1%	1.7	-4.7%	?
O=c1c2nccnc2[nH]c(=S)n1Cc1ccccc1Cl	-8.6%	0.0%	5.1%	2.8%	0.0	-0.3%	6.2	1.0%	1.9%
CCOC(=O)C1=C(C)N(Cc2ccccc2)C(=O)NC1c1ccc(OC)cc1 (configuration not stated)	?	-0.1%	15.8%	9.3%[9.22 µM]	-16.3	-0.4%	4.2	-13.8%	-4.8%
CCOC(=O)c1cc(-c2ccccc2)n(-c2cccc(C(=O)Nc3cc(OC)cc(OC)c3)c2)c1C	17.9%	·	·	·	·	-1.5%	3.8	-23.6%	·
COC(=O)c1cc(=O)n(Cc2cccs2)c(=Nc2ccccc2)s1	?	-22.1%	-5.4%	5.6%	-1.2	9.5%	-6.6	-0.9%	10.3µM*
CC(C)(C)C(=O)OCc1nc(-c2ccc3c(c2)OCCO3)cs1	-8.7%	-9.9%	-5.1%	4.0%	6.4	6.1%	0.5	0.5%	-2.8%
O=C(CC1C(=O)NCCN1Cc1cccc(F)c1)NCCCOc1cccnc1 (configuration not stated)	23.8%	7.7%	9.8%	-5.5%	-5.3	17.5%	0.7	1.7%	-1.2%
C=C1N(C)c2cc([N+](=O)[O-])c(N)cc2C1(C)C	0.0%	?	-7.6%	2.5%	-53.2*	-14.8%	-7.0	2.1%[7.66 µM]	?
CCCCCCNC(=O)Cc1nc2nc(C)cc(C)n2n1	-9.8%	7.0%	-5.2%	-4.5%	0.0	12.3%	11.9	5.4%	-9.2%
COC(=O)C1(C(=O)OC)C(C(=O)c2ccccc2)C1c1ccccc1 (configuration not stated)	4.2%	9.3%	10.3%	-4.3%	10.2	4.2%	-6.1	-1.0%	-1.0%
CC(C)Nc1nc(NC(C)C)nc(N(C)n2cnnc2)n1	20.5%	5.2%	2.0%	-1.1%	11.3	9.2%	-5.6	-3.4%	-6.2%
CC(=O)N1CCN(c2ccc(Nc3nc(C)nc4c3oc3ccccc34)cc2)CC1	2.8%	7.8%	5.3%	-2.6%	-23.6	-6.2%	2.9	0.8%	6.1%
O=C(O)C1(P(=O)(c2ccc(Cl)cc2)c2ccc(Cl)cc2)CCCC1	30.0%	-1.9%	-9.4%	-10.9%	38.8	?	8.5	2.6%	4.2%
COc1ccc(/C=N/NC(=O)C(=O)NCc2cccnc2)cc1	6.4%	-2.6%	-17.5%	-16.3%	0.0	-2.2%	3.1	16.9%	23.6%
COc1ccccc1CNS(=O)(=O)c1ccc2c(c1)N(C(C)=O)CCO2	-7.8%	5.5%	-7.3%	-1.7%	44.4	-18.7%	-12.5	0.4%	-1.2%
COc1ccccc1C(NC(=O)C1CCN(CCOc2ccc3ccccc3c2)CC1)c1ccccn1 (configuration not stated)	-18.6%	18.4µM*	18.4µM*	·	?	0.0%	-17.1	?	·
CCOC(=O)n1cc(C(=O)c2ccccc2O)cn1	22.7%	-4.3%	-0.7%	-99.2%[inhibitor]	-3.7	21.6%	-6.7	-2.8%	-3.1%
Cc1ccccc1S(=O)(=O)Cc1ccc(C(=O)N2CCN(c3cccc(Cl)c3)CC2)o1	4.61µM*	·	·	·	·	4.11µM*	0.1	?	·
COc1ccc(NC(=O)COC(=O)C2COc3ccccc3O2)cc1OC (configuration not stated)	26.6%	2.3%	3.6%	·	24.6	0.5%	-7.0	12.9%	·
Cc1ccc(-c2noc(CCC(=O)NCc3ccco3)n2)cc1	?	0.1%	0.7%	-1.9%	6.4	-2.5%	5.3	-5.3%	-0.8%
Cn1cccc1-c1cc(C(=O)N/N=C/c2cc(Br)ccc2O)[nH]n1	2.5%	?	?	?	111.3	?	10.8	-14.0%	?
CCC(=O)OCC(=O)Nc1cc([N+](=O)[O-])ccc1Cl	-7.8%	13.1%	-0.9%	-7.7%	-7.6	8.0%	-39.9	15.8%	2.1%
COc1cc(NC(=O)c2cc3nc(-c4ccc(C)cc4)cc(C(F)(F)F)n3n2)cc(OC)c1OC	0.0%	·	·	·	·	4.9%	0.1	11.6%	·
Nc1nnc(CCc2ccccc2)s1	-1.1%	-1.1%	0.9%	-8.8%	22.4	-9.2%	-9.6	1.1%	1.8%
CN1CCC[C@H]1CCNc1ccc2c(=O)c3ccccc3n(C)c2c1	-1.1%	-4.4%	-1.8%	-104.8%[inhibitor][9.22 µM]	-71.6*	?	0.1	118.4%[activator]	-23.8%

2 of the compounds above, bar-delimited:
mol | KB-V1 MDR tox | HT1080-NT tox | HT1080 IDH1KD tx | SW480 rerep | IL-1B inflam inh | KB-3-1 tox | DRD3 agonist | GLP1R cytotox | MCF10A rereplic
CCOc1cc2[nH]c(=S)n(C3CCN(Cc4ccccc4)CC3)c(=O)c2cc1OCC | 7.1% | 4.1% | 0.4% | 5.0% | 22.7 | 6.6% | -5.0 | -3.0% | 10.3%
Cc1csc(SCC(=O)Nc2ccc(F)cc2Cl)n1 | 11.2% | -2.9% | -1.0% | 0.8% | 5.2 | 1.3% | -1.3 | 16.8% | 9.3%

Two of these compounds in another layout:
Sequence of screens: KB-V1 MDR tox	HT1080-NT tox	HT1080 IDH1KD tx	SW480 rerep	IL-1B inflam inh	KB-3-1 tox	DRD3 agonist	GLP1R cytotox	MCF10A rereplic
Cn1cccc1-c1cc(C(=O)N/N=C/c2cc(Br)ccc2O)[nH]n1
 : 2.5%	?	?	?	111.3	?	10.8	-14.0%	?
CCC(=O)OCC(=O)Nc1cc([N+](=O)[O-])ccc1Cl
 : -7.8%	13.1%	-0.9%	-7.7%	-7.6	8.0%	-39.9	15.8%	2.1%

Assay outcomes as filed in PubChem.
